# AID2073: inhibitors of Mint1-CaV2.2 protein interaction, biochemical, HTRF (AID 2073). HTRF protein-protein interaction, Mint1-CaV2.2; higher % means a stronger effect. inhibition, % at 20 µM, or IC50 in µM where a hit was titrated. 290,000 tested, 0.19% active; in the data active means inhibition mostly above about 51%, no sharp cut-off; inconclusive means no clear call, values can overlap the other calls; inactive means mostly below about 53%; further: some results filed as inactive read as strong as hits
# KOR beta-arrestin-1: KOR antagonists, beta-arrestin recruitment, cell-based, luminescence, uHTS (AID 1778); Kappa-type opioid receptor (Homo sapiens); KOR beta-arrestin recruitment, luminescence, antagonist mode; higher % means a stronger effect; inhibition, % at 10 µM, or IC50 in µM where a hit was titrated; 290,000 tested, 0.091% active; in the data active means inhibition above about 50%; further: strong numbers were not always called active
# KOR beta-arrestin-2: KOR agonists, beta-arrestin recruitment, primary screen, cell-based, luminescence, uHTS (AID 1777). Kappa-type opioid receptor (Homo sapiens). KOR beta-arrestin recruitment, luminescence; higher % means a stronger effect. activation, % at 10 µM; hits with a dose series show EC50 in µM. 280,000 tested, 0.02% active; in the data active means activation above about 50%, passing the limit was not always enough; further: a part of the inactive calls stands beside numbers as strong as those of hits
# NOD1 inhibition: NOD1 signaling inhibitors, primary screen, cell-based, luminescence, uHTS (AID 1578) | NOD1-driven NF-kB luciferase reporter cells, luminescence; higher % means a stronger effect | 290,000 tested, 1% active | inhibition, % at 4 µM, or EC50 in µM where a hit was titrated; in the data active means inhibition mostly above about 36%, no sharp cut-off; inactive means mostly below about 34%;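 further: HEK-293T reporter cells stimulated with the NOD1 agonist gamma-tri-DAP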
# GPR55 antagonists: GPR55 antagonists blocking LPI-driven arrestin recruitment, primary screen, imaging, U2OS, beta-arrestin-GFP, LPI agonist (AID 2013); G-protein coupled receptor 55 (Homo sapiens); U2OS GPR55 beta-arrestin-GFP translocation imaging, LPI antagonism; higher % means a stronger effect; inhibition, % at 10 µM, or IC50 in µM where a hit was titrated; 290,000 tested, 0.13% active;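 active means spots per cell inhibited over 60%, with over 100 cells counted and total cytoplasm intensity under 500,000; inconclusive means wells with under 100 cells, flagged as likely toxic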;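 further: U2OS cells stably carrying GPR55 and arrestin-GFP stimulated by 5 µM LPI near EC80; imaged beta-arrestin-GFP aggregate spots per cell after agonist stimulation; plate controls were LPI-stimulated DMSO wells for no effect and DMSO wells without LPI for full effect; some results filed as inactive read as strong as hits; confirmed hits need IC50 under 10 µM and bright autofluorescent wells are also inconclusive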
# GPR35 antagonists: GPR35 antagonists blocking zaprinast-driven arrestin recruitment, primary screen, imaging, U2OS, beta-arrestin-GFP, zaprinast agonist (AID 2058); one-dose inhibition, % at 10 µM; IC50 in µM for titrated hits; G-protein coupled receptor 35 (Homo sapiens); U2OS GPR35 beta-arrestin-GFP translocation imaging, zaprinast antagonism; higher % means a stronger effect; 290,000 tested, 0.052% active;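 active means inhibition of at least 50% with at least 30 cells and total cytoplasm GFP at most 10,000,000; inconclusive means under 30 cells or total GFP of 10,000,000 plus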
# HIV fusion peptide: inhibitors of HIV fusion peptide binding, primary screen, biochemical, uHTS, fluorescence dequenching (AID 1986). inhibition, % at 20 µM, or IC50 in µM where a hit was titrated. cell-free peptide binding, fluorescence dequenching, 30 min; higher % means a stronger effect. 290,000 tested, 0.3% active; in the data active means inhibition mostly above about 52%, no sharp cut-off; inactive means mostly below about 76%; further: some results filed as inactive read as strong as hits
# SIAH1 antagonists: Siah-1 peptide-binding antagonists, primary screen, biochemical, fluorescence polarization, rhodamine-plectin, uHTS (AID 1817); displacement, % at 20 µM; hits with a dose series show IC50 in µM; Siah-1 / rhodamine-plectin peptide fluorescence polarization; higher % means a stronger effect; 290,000 tested, 0.02% active; E3 ubiquitin-protein ligase SIAH1 (Homo sapiens);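 active means displacement of at least 50% at 20 µM, with a fluorescence ratio check between 0.3 and a set limit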;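 further: plate controls were Siah plus tracer with DMSO for no effect and tracer alone without Siah for full effect; strong numbers were not always called active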
# GPR55 beta-arrestin: GPR55 agonists via beta-arrestin recruitment, primary screen, imaging, U2OS cells, beta-arrestin-GFP redistribution (AID 1961). U2OS GPR55 beta-arrestin-GFP redistribution imaging; higher % means a stronger effect. activation, % at 10 µM; hits with a dose series show EC50 in µM. 290,000 tested, 0.048% active;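 active means activation above 40% with more than 50 cells counted in the well; inconclusive means wells holding fewer than 50 cells, flagged as toxic or sparse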;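 further: U2OS osteosarcoma cells stably expressing GPR55 and beta-arrestin-GFP; plate controls were DMSO negative control for no effect and LPI positive control for full effect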
# * hit, by the source's call; u = inconclusive; [ ] = remark or other dose. These rows are one share of the data (hit frequency here may not be typical).
SMILES,AID2073,KOR beta-arrestin-1,KOR beta-arrestin-2,NOD1 inhibition,GPR55 antagonists,GPR35 antagonists,HIV fusion peptide,SIAH1 antagonists,GPR55 beta-arrestin
COc1ccc(CNC(=O)C(=O)NCC(c2ccco2)N2CCOCC2)cc1 (configuration not stated),-1.0%,-4.3%,-0.3%,33.5%,2.6%,9.1%,-3.3%,-2.6%,-0.5%
Cc1nc(SCc2ccccc2)[nH]c(=O)c1CC(=O)OCC(C)C,1.7%,-1.6%,0.7%,-6.1%,-2.3%,2.1%,0.8%,-1.9%,0.0%
Cc1cc(OCC(=O)NCc2ccccn2)cc(C)c1Br,5.1%,-6.9%,3.5%,-25.8%,6.4%,-0.2%,1.0%,6.2%,0.2%
CCOC(=O)C1CCN(C(=S)Nc2ccc(C)cc2)CC1,-23.0%,-22.9%,-0.5%,-38.8%,6.0%,-11.1%,-2.0%,0.1%,-0.5%
CCOC(=O)C1CCN(C(=O)COC(=O)COc2ccc(Cl)cc2)CC1,44.5%,6.7%,1.1%,-16.0%,8.9%,6.4%,-0.9%,27.7%,1.2%
COc1ccc(NS(=O)(=O)c2cc(S(C)(=O)=O)ccc2C)cc1,11.8%,-15.2%,22.7%,5.0%,3.0%,-2.3%,-0.3%,-1.1%,-0.3%
O=C(NCc1ccccc1)c1cc2ccccc2o1,-12.0%,-24.0%,0.7%,-19.8%,1.9%,6.8%,-1.4%,-1.0%,0.1%
NC(=O)CC(NC(=O)Cc1ccc(Br)cc1)c1ccc(N2CCN(c3ccccn3)CC2)c([N+](=O)[O-])c1 (configuration not stated),-0.2%,-22.3%[20 µM],-3.0%,-24.6%,0.1%,-4.5%,-0.3%,6.2%,-0.3%
CC(NC(=O)C1CCN(S(=O)(=O)N2CCC3(CC2)OCCO3)CC1)c1ccccc1 (configuration not stated),8.0%,-5.3%,-4.2%,-19.6%,2.8%,18.7%,-1.2%,-6.8%,-0.2%
CCOC(=O)c1cc(C(=O)Nc2ccccc2F)nn1C,-3.9%,-53.1%,-1.3%,-67.2%,-5.9%,9.6%,2.5%,6.2%,-0.1%
CC(NC(=O)c1ccc(F)cc1)c1nc2ccccc2n1Cc1ccccc1F (configuration not stated),-1.4%,-7.9%,-3.5%,10.9%,15.4%,6.9%,0.0%,2.1%,-0.1%
CCC1CCCCN1C(=O)CSc1nnc(CNC(=O)c2ccco2)o1 (configuration not stated),2.8%,0.9%,-8.1%,-12.1%,10.3%,-0.5%,1.9%,1.6%,-0.1%
CCc1ccc(NC(=O)C2(C)Cc3ccccc3C(=O)O2)cc1 (configuration not stated),17.0%,-20.4%,-3.3%,-30.4%,6.7%,-3.9%,0.3%,-1.3%,1.1%
CCOC(=O)C(O)C1CCc2c([nH]c3ccc(C)cc23)C1=O (configuration not stated),u,-7.7%,-1.5%,-12.4%,-5.1%,0.4%,0.5%,1.3%,0.0%
Cc1cc(C)c(NC(=O)CN2CCN3CCCC3C2)c(C)c1 (configuration not stated),31.7%,2.1%,-3.9%,-5.5%,5.3%,-13.3%,0.0%,1.8%,0.2%
O=C1NC(Cc2c[nH]c3ccccc23)C(=O)N1CCOc1ccc(F)cc1 (configuration not stated),3.9%,-7.9%,-5.0%,-27.9%,-5.0%,8.4%,-1.3%,0.8%,-0.2%
Cc1nc2cc(NS(=O)(=O)c3ccccc3)ccc2n1C,-10.1%,-41.3%[20 µM],-5.7%,-28.0%,-3.1%,8.6%,-2.2%,6.1%,0.2%
CCOC(=O)/C=C/C(=O)OCC(=O)NCc1ccccc1,5.1%,-20.4%,1.7%,-23.5%,7.8%,-8.6%,1.1%,-0.5%,-0.2%
COc1ccc(C(=O)Nc2ccccc2C(=O)NCC2CCCO2)cc1 (configuration not stated),-3.0%,2.0%,2.0%,-16.1%,12.3%,-4.1%,-0.5%,-0.7%,-0.1%
Cc1cccc(OCC(=O)NNC(=O)c2cccs2)c1,2.8%,0.9%,-4.1%,-14.0%,-2.4%,8.3%,-0.3%,8.6%,0.1%
CC(=O)Oc1ccc(-c2cccc(C(=O)NCCO)c2)cc1,9.6%,3.1%,3.8%,-34.4%,-22.7%,-10.4%,0.5%,1.9%,-0.3%
CCN(CC)S(=O)(=O)c1cc(NC(=O)CSc2nnc(-c3cccs3)o2)ccc1C,1.9%,18.7%,0.2%,-23.9%,-1.5%,15.9%,1.8%,1.7%,-0.2%
Cc1ccc2[nH]c(=O)c(CN(C)S(=O)(=O)c3cccc4nonc34)cc2c1,11.7%,-14.9%,-0.9%,-22.9%,15.3%,11.1%,-0.6%,7.3%,0.3%
Cc1ccc(C)c(OC(=O)c2cccnc2)c1,10.8%,-15.8%[20 µM],-6.1%,-20.5%,-14.2%,-0.5%,0.4%,2.9%,-0.2%
Cn1cc(-c2ccccc2)cc(C#N)c1=O,25.9%,20.8%,-11.3%,-15.2%,14.5%,-5.4%,-0.1%,9.6%,-0.3%

# The closing two entries of the part before come first, to join the parts.
SMILES,AID2073,KOR beta-arrestin-1,KOR beta-arrestin-2,NOD1 inhibition,GPR55 antagonists,GPR35 antagonists,HIV fusion peptide,SIAH1 antagonists,GPR55 beta-arrestin
Cc1ccc(C)c(OC(=O)c2cccnc2)c1,10.8%,-15.8%[20 µM],-6.1%,-20.5%,-14.2%,-0.5%,0.4%,2.9%,-0.2%
Cn1cc(-c2ccccc2)cc(C#N)c1=O,25.9%,20.8%,-11.3%,-15.2%,14.5%,-5.4%,-0.1%,9.6%,-0.3%
O=[N+]([O-])c1cnn(-c2nc(-c3cccs3)cc(C(F)(F)F)n2)c1,-2.3%,-2.7%,-3.0%,-35.4%,16.2%,0.0%,1.1%,10.1%,1.5%
COc1ccc(NC(=O)N2CCN(c3nc(-c4cccc(OC)c4)cs3)CC2)cc1,5.9%,-11.7%,3.4%,-5.6%,-5.1%,0.3%,1.0%,-3.1%,-0.2%
N#Cc1ccc(/C=C2\CCCCn3c2nc2cc(C(=O)O)ccc2c3=O)cc1,3.1%,-5.7%,0.2%,-8.8%,2.2%,-2.9%,-1.6%,0.7%,-0.1%
CC(=O)c1ccc(C#CC(C)(C)O)s1,-5.3%,-26.8%,-3.2%,-2.2%,8.1%,10.5%,1.2%,5.5%,-0.2%
COc1ccc(C(=O)NCCCNC(=O)c2cnccn2)cc1,-4.0%,-3.3%,-3.6%,-24.8%,4.6%,-7.3%,-1.0%,11.3%,-0.2%
CC(C)C12CN3CC(C(C)C)(CN(C1)C3c1ccccc1O)C2=O (configuration not stated),-1.3%,-0.7%,-4.1%,-23.6%,-8.2%,2.2%,-0.2%,3.1%,-0.2%
O=C(CN1CCN(c2ccc(F)cc2)CC1)Nc1ccc(F)c(F)c1,3.5%,14.2%,-0.3%,-7.9%,4.6%,11.5%,2.9%,4.3%,0.5%
O=C(NCCN1CCOCC1)c1cc2sccc2n1Cc1ccc(Cl)cc1,4.9%,1.1%,2.2%,-18.7%,21.4%,3.1%,1.5%,6.1%,0.1%
O=C(Cc1ccc(F)cc1)Nc1c(C(=O)N2CCN(c3ncccn3)CC2)oc2ccccc12,15.5%,-18.0%,3.1%,-8.8%,19.0%,8.9%,0.9%,-1.3%,-0.2%
CC1CC(C)CN(C(=O)C(NS(=O)(=O)c2ccc(Br)s2)c2ccccc2)C1 (configuration not stated),2.0%,-17.8%,9.8%,5.5%,17.0%,-13.3%,-2.2%,-1.8%,-0.3%
Cc1cccc2c1OCC/C2=N\NC(=O)COc1ccccc1,0.7%,-20.1%,0.7%,2.3%,2.1%,10.4%,-2.4%,-5.4%,0.2%
CN1CCN(Cc2cc(=O)oc3ccc(Cl)cc23)CC1,5.9%,-15.5%,0.0%,-14.1%,5.5%,2.0%,0.4%,-4.0%,-0.3%
COc1ccc(-n2nc(C(C)=O)c(=O)[nH]c2=O)cc1,-4.5%,0.3%,3.9%,-13.9%,-6.2%,-13.5%,-0.5%,2.4%,-0.3%
O=C(Nc1ccccc1)c1ccccc1OCc1cccc([N+](=O)[O-])c1,-1.7%,23.8%,10.1%,-0.1%,2.9%,0.8%,-0.9%,-4.8%,0.1%
CSc1nnc(C)c(/C=C/NOCc2ccc(Cl)cc2)n1,-5.8%,-17.0%,-6.4%,-24.6%,3.4%,12.4%,0.4%,-1.9%,-0.1%
CC(C)n1c(N2CCN(C(=O)Nc3ccccc3)CC2)nc2ccccc21,3.7%,9.0%,-6.5%,16.3%,21.1%,10.2%,-0.8%,-0.9%,0.0%
COc1cc(NC(=O)C2CCN(S(=O)(=O)c3ccc(Cl)cc3)CC2)ccc1-n1cnnn1,-0.1%,25.1%,0.0%,-37.6%,17.8%,0.0%,1.1%,-0.9%,0.0%
COc1cc(C)c(S(=O)(=O)NCCCn2ccnc2)cc1C,7.3%,29.6%,-1.0%,-2.8%,13.9%,17.0%,-0.9%,-3.1%,-0.2%
O=C(CN1C(=O)c2ccccc2S1(=O)=O)NCCSCc1cccc(Cl)c1,11.6%,22.6%,-2.4%,-25.4%,5.4%,-15.7%,-0.3%,5.7%,-0.1%
Cc1cccc(NC(=O)CSc2nnc(Cn3cnc4ccccc43)o2)c1,3.3%,-3.9%,5.6%,-9.7%,22.8%,2.8%,3.1%,20.4%,-0.1%
COc1ccc(OC)c(CN2CCN(Cc3cc(=O)oc4cc(O)ccc34)CC2)c1,33.8%,16.1%,-1.5%,-22.7%,9.9%,-1.9%,-0.9%,-3.2%,-0.1%
Cn1cc(Cl)c(C(=O)NC2CCCC2)n1,-5.2%,-32.7%,0.2%,-13.2%,3.9%,5.5%,0.8%,12.4%,-0.3%
CS(=O)(=O)c1ccccc1C(=O)NCCC(c1ccccc1)c1ccccc1,6.5%,-15.8%,1.2%,-19.3%,0.5%,3.4%,0.5%,3.8%,0.2%
O=C(O)c1ccc(N/N=C/c2ccc(C(F)(F)F)cc2)cc1,-2.3%,22.2%,-4.8%,17.4%,3.6%,-12.1%,23.6%,-1.7%,-0.3%
C=CCNC(=O)C1CCN(c2ccc(S(=O)(=O)N3CCOCC3)cc2[N+](=O)[O-])CC1,-10.6%,-1.6%,-2.9%,-68.4%,4.1%,-8.9%,1.4%,-2.7%,-0.1%
CCc1c(C)nc(SCC(N)=O)c(C#N)c1C,-5.0%,13.3%,-6.5%,21.7%,5.7%,6.3%,0.8%,-1.9%,-0.1%
CCOC(=O)C1CCCN(C(=O)CN2CCN(Cc3ccc(Cl)cc3)C2=O)C1 (configuration not stated),1.1%,-23.6%,-4.9%,-5.7%,11.0%,-11.5%,1.2%,3.3%,0.2%

# Screening results: PubChem BioAssay, Sanford-Burnham Center for Chemical Genomics
